D1 antag – Antagonist of Human D 1 Dopamine Receptor: qHTS | D(1A) dopamine receptor (Homo sapiens), P21728 | HEK293 TREx D1 cells, calcium flux, dopamine EC80; stronger effect = lower value | activity change, negative = inhibition, % at 10 µM | 3.2% of 360,000 active | AID 504652, 2011; in the data active means activity change below about -30%; further: on the % scale 0 is the no-effect control and ±100 the full control effect
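HEK293 T-REx cells expressing inducible, force-coupled D1 receptor; no-wash Ca dye, 30–90 min RT. Cmpd → 180 s read at 1 Hz → EC80 DA → 180 s read.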
D2 agonist – HTS Assay for Allosteric Agonists of the Human D2 Dopamine Receptor: Primary Screen for Agonists; 0.53% of 340,000 active; HEK293 T-REx D2 cells, calcium flux agonist mode; activation, % at 2 µM; AID 485358, 2010;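 active means activation over 3 SD above normal in the single-dose calcium agonist read, cut at about 30% in these data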; further: 0% is about no effect
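HEK293 Trex D2 cells, tetracycline-induced, o/n 30 C 5% CO2; no-wash Ca dye, RT 30–90 min; 10-cycle baseline, 23 nl cpd added, kinetic Ca read 180 s; agonist hits = positive Ca response.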
TRHR PAM – qHTS for Small Molecule Agonists and Allosteric Enhancers of Human TRH Receptor: Primary Screen for Enhancers; 0.66% of 360,000 active; TRHR cells, fluo-8 calcium fluorescence, EC20 TRH enhancement; Thyrotropin-releasing hormone receptor (Homo sapiens), P34981; enhancement, % at 2 µM; in the data active means enhancement above about 30%; further: 0% is about no effect
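TRHR-expressing cells loaded with fluo-8 calcium dye were read kinetically (ex 480/em 530) during compound addition, then stimulated with an EC20 of TRH (10 nM final). Enhancement of the Gq-mediated intracellular calcium response was scored.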
D2 antagonist – HTS Assay for Allosteric Antagonists of the Human D2 Dopamine Receptor: Primary Screen for Antagonists. 2% of 340,000 active. HEK293 TREx D2 cells, calcium flux, dopamine EC80. inhibition, % at 10 µM; in the data active means inhibition above about 30%; further: 0% is about no effect
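Antagonism is scored as inhibition of an EC80 dopamine-evoked calcium signal in a force-coupled, tetracycline-inducible HEK293 T-REx D2 line, with compound present 180 s before agonist.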
D2 PAM – HTS Assay for Positive Allosteric Modulators of the Human D2 Dopamine Receptor: Primary Screen for Potentiators | D(2) dopamine receptor (Homo sapiens), P14416 | HEK293 T-REx D2, calcium flux, EC20 dopamine potentiation | potentiation, % at 10 µM | 0.34% of 340,000 active | AID 485347, 2010;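 active means potentiation over 3 SD above the plate norm, cut at about 30% in these data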; further: 0% is about no effect
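Primary screen. Calcium kinetics in induced HEK293 T-REx D2 cells: compound pre-addition 180 s, EC20 dopamine, 180 s more.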
TRHR ag – qHTS for Small Molecule Agonists and Allosteric Enhancers of Human TRH Receptor: Primary Screen for Agonists; activation, % at 2 µM; Thyrotropin-releasing hormone receptor (Homo sapiens), P34981; TRHR cells, calcium flux fluo-8, FDSS agonist mode; 0.18% of 360,000 active; AID 493084, 2011; further: 0% is about no effect
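Steps: seed TRHR cells overnight; add fluo-8 no-wash Ca dye, RT 30 min–1.5 h; record 10 s baseline; pin-transfer compounds; monitor fluorescence 1 cycle/s for the agonist window. Calcium increases flag candidate agonists.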
D1 PAM – Potentiators of Human D1 Dopamine Receptor: qHTS; D(1A) dopamine receptor (Homo sapiens), P21728; HEK293 TREx D1 cells, calcium flux, dopamine EC20 potentiation; potentiation, % at 10 µM; 0.036% of 360,000 active; in the data active means potentiation above about 30%; further: 0% is about no effect
RXFP1 antag – qHTS Assay for Antagonists of the Relaxin Receptor RXFP1; Relaxin receptor 1 (Homo sapiens), Q9HBX9; HEK293-RXFP1, relaxin-stimulated cAMP HTRF, 30 min; stronger effect = lower value; activity change, negative = inhibition, % at 57.5 µM; 0.59% of 350,000 active;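 active means activity change of -60% or lower, but not beyond a set lower limit; inconclusive means change between -60% and -40%, or beyond the set limit; inactive means change above -40%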; further: on the % scale 0 is the no-effect control and ±100 the full control effect
Target sequence (Q9HBX9 whole entry, looked up): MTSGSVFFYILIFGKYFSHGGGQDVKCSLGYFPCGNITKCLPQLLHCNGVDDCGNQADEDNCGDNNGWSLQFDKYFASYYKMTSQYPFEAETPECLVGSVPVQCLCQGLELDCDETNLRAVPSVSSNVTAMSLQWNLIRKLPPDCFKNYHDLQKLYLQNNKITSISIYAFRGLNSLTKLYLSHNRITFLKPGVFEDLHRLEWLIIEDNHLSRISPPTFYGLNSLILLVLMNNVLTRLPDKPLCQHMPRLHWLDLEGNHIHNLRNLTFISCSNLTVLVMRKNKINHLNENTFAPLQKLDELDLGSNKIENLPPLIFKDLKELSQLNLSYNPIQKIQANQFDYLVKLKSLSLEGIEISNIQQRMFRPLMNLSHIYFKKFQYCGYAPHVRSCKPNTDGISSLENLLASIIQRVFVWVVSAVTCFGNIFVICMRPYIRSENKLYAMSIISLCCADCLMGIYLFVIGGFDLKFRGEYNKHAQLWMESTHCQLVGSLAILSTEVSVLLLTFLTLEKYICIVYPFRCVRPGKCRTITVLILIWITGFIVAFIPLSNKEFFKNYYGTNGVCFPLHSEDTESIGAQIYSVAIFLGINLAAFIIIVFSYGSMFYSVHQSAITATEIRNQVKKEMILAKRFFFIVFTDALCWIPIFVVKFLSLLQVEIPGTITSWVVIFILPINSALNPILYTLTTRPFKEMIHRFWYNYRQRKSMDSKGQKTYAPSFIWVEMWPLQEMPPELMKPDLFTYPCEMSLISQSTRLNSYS
D1 agonist – Allosteric Agonists of the Human D1 Dopamine Receptor: qHTS | D(1A) dopamine receptor (Homo sapiens), P21728 | 1% of 360,000 active | AID 504660, 2011 | activation, % at 2 µM | HEK293 T-REx D1 cells, calcium flux, agonist mode; further: 0% is about no effect
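Tetracycline-induced HEK293 TREx D1 cells, force-coupled to calcium signalling, were dye-loaded with a no-wash calcium kit. Compound was pin-added after a 10 s baseline. Fluorescence was read kinetically at 1 cycle/s for 180 s, with calcium rises flagged as agonism.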
Starred values were filed as active, the others as inactive; u = inconclusive; x = no result given; & = joins results of further samples. Unless noted, no stated cut-off is given here; in the data, active means activation above about 30%; inactive means the rest.

SMILES	D1 antag	D2 agonist	TRHR PAM	D2 antagonist	D2 PAM	TRHR ag	D1 PAM	RXFP1 antag	D1 agonist
N#Cc1ccccc1NC(=O)Nc1cccs1	22.8	-0.6	-5.3	22.1	-9.4	0.8	-1.2	-6.1	1.1
CC(C)Oc1ccc(C(=O)N(Cc2ccco2)Cc2cccs2)cc1	0.5	-0.8	-7.6	x	-1.2	-0.7	-1.6	u	6.4
Cc1c(NC(=O)c2cc(=O)c3ccccc3o2)c(=O)n(-c2ccccc2)n1C	1.9	0.0	8.5	x	1.4	0.1	0.8	-9.8	0.0
O=C(CSc1nc2c([nH]c3ccccc32)c(=O)n1-c1cccc(Cl)c1)NCc1ccccc1	19.2	0.2	-6.2	x	-9.4	-0.9	-2.4	x	3.2
CCN(C(=O)CO/N=C/c1ccc(OC)cc1OC)c1c(N)n(Cc2ccccc2)c(=O)[nH]c1=O	-13.1	-0.5	-0.1	14.2	-6.1	-0.3	2.8	3.2	1.7
N#Cc1ccccc1/C=C/C(=O)N1CCOCC1	13.4	1.2	0.1	1.3	5.6	1.2	-8.1	-5.7	1.9
O=C(Nc1ccccc1NS(=O)(=O)c1ccc(F)cc1)C1CCCC1	-20.2	1.5	-10.5	8.8	1.1	1.2	-3.1	6.1	6.0
COc1ccccc1N1CCN(C(=O)c2ccc3[nH]c4c(c3c2)CCCC4)CC1	-9.5	2.4	0.5	10.0	-4.2	0.1	3.3	-13.8	3.2
Cc1c(C(N)=O)nnn1-c1ccc(Br)cc1	3.0	1.0	2.0	x	6.6	0.4	-3.4	-14.3	-1.6
COc1ccc(OC)c(S(=O)(=O)N2CCC(C(=O)NC3CCCCCC3)CC2)c1	-5.2	0.6	-0.8	2.7	18.1	-1.3	-3.5	5.2	0.6
CCCc1ccc2oc(C(=O)N3CCC(N4CCCC(O)C4)CC3)c(C)c2c1 (stereo unspecified)	16.2	0.1	-3.1	-19.8	-12.8	-0.2	-5.7	-14.1	3.0
COc1cc(C)ccc1OCCSc1nc2ccc(NC(=O)c3ccco3)cc2s1	-28.7	-0.5	28.9	x	-9.1	-0.5	-1.2	x	-0.1
CCC(C)(C)n1nnnc1C(c1ccccn1)N1CCOCC1 (stereo unspecified)	1.9	0.7	-3.6	-5.8	7.5	0.7	-0.7	-2.2	1.4
COc1ccc(C)cc1S(=O)(=O)N1CCN(S(=O)(=O)c2cc(C)ccc2OC)C(C)C1 (stereo unspecified)	12.8	0.5	-9.9	-16.8	-1.7	-0.3	-4.4	-3.1	0.9
O=C(c1ccccc1)N1CCCC(c2ccc(Cl)cc2)=N1	9.4	-0.3	0.6	-0.8	6.4	-1.9	-5.5	-20.3	5.1
COc1ccc(Cc2noc(-c3ccc([N+](=O)[O-])cc3)n2)cc1OC	-3.4	-0.5	20.9	-5.1	-14.1	-0.5	-7.1	-2.2	13.1
Cc1ccc(NC(=O)Cn2ccc([N+](=O)[O-])n2)cc1Cl	-2.0	-0.2	0.7	2.1	1.5	1.2	0.8	-0.3	0.5
CCOc1ccc(N(CC(=O)N/N=C(\C)c2cccc(NC(C)=O)c2)S(=O)(=O)c2ccccc2)cc1	-4.0	-1.8	2.6	-3.6	5.5	0.5	-0.9	-2.4	2.5
COc1ccc(OC)c(NC(=O)c2c(NCc3ccc(OC)c(OC)c3)sc3c2CCC3)c1	-6.1	-0.2	10.8	x	0.7	-0.5	4.0	-17.9	-0.1
Cc1onc(-c2ccccc2)c1C(=O)N1CCCCCC1	14.3	0.8	11.8	14.5	1.7	-0.8	7.0	7.1	1.8
Cc1[nH]n2c(=O)c3c(nc2c1-c1ccccc1)CCC3	2.9	0.5	3.4	35.9*	-19.2	-0.5	-3.7	-5.7	2.7
Cc1ccnc(NC(=O)CCC(=O)N(CC(=O)NCCc2ccccc2)c2ccc(F)cc2)c1	12.9	-2.9	-2.9	-2.8	x	0.0	5.5	1.6	-0.9
COc1ccc(CN(C(=O)CN2C(=O)NC3(CCC(C)CC3)C2=O)C(C)Cc2cccs2)cc1 (stereo unspecified)	2.0	0.1	-0.4	-13.9	8.3	0.6	1.3	-5.0	2.4
COc1ccc(C2CC(c3ccc(Br)cc3)Nc3nc(N)nn32)cc1 (stereo unspecified)	1.2	-0.1	14.4	-20.3	12.0	-0.5	-4.2	-5.5	8.2
Cc1ccc(-n2ccc(=O)c(C(=O)O)n2)cc1	-5.7	-0.2	-0.7	3.2	-1.8	0.5	-2.9	8.8	1.8
CN1CCN(c2ccc(NC(=O)c3cccs3)cc2)CC1	-29.4	0.4	-11.1	-20.7	0.9	0.3	-4.9	8.6	2.9
COc1ccc(CCCC(=O)O)c(C)c1	-8.8	x	1.1	x	15.1	1.3	4.2	-11.5	0.6
COc1ccc2oc(C(=O)Nc3nc(-c4ccccn4)cs3)c(C)c2c1	15.7	0.3	-2.1	9.3	-2.1	-0.5	1.8	-21.0	0.4
COc1ccc(N2CCN(S(=O)(=O)CCNC(=O)c3cc(=O)c4ccccc4o3)CC2)cc1	12.1&-27.1	1.1&-1.5	0.7&-6.1	9.5	8.7&4.5	-0.1&-0.6	0.7&1.8	8.1&2.0	2.7&-0.4
CCS(=O)(=O)c1nc(S(=O)(=O)c2ccc(C)cc2)c(N2CC(C)CC(C)C2)s1 (stereo unspecified)	19.7	-0.1	-2.5	5.8	-5.3	-1.0	0.7	-0.6	2.0
Cc1ccccc1Nc1nnc(C)c(=O)n1N	-5.2	0.0	2.8	12.4	-6.4	-0.6	0.0	-14.3	3.2
CCCSCCCNC(=O)c1cc2n(n1)CCCN(Cc1ccc(C)cc1)C2=O	-8.2	-0.2	3.8	x	-1.1	-0.6	-0.2	-11.1	55.7*
O=C(Nc1ccnc(-c2cccnc2)n1)c1ccc(Cl)c(Cl)c1	-9.3	-0.1	6.2	7.6	11.2	0.3	-0.8	-8.5	2.3
COc1ccc(CNC(=O)c2cnc(N3CCCC3)nc2C)cc1	-43.8*	1.6	-1.9	x	10.1	0.4	0.9	-4.7	-1.0
COc1ccccc1Oc1ccc2c(c1)C(=O)N(c1ccc(C)cc1)C2=O	-21.7	-0.2	-3.9	2.5	-9.0	-0.2	1.5	-2.1	0.1
COc1ccc(OC)c(NS(=O)(=O)c2ccc(-c3coc(C)n3)cc2)c1	-3.9	-0.2	1.1	2.8	-2.0	-0.2	-6.8	7.7	9.9
CC(C)(C)c1ccccc1NC(=S)NC1CCCC1	21.7	-0.6	1.1	-12.2	12.6	-1.1	-1.3	0.4	0.8
CCNC(=O)Nc1cc(S(=O)(=O)Nc2ccc(OC)cc2)ccc1N1CCOCC1	-22.7	-0.3	1.6	16.2	-3.6	0.3	-5.8	3.8	16.2
COCc1cc(C)nc2sc3c(c12)NC(c1ccc(O)c(OC)c1)N(c1ccccc1)C3=O (stereo unspecified)	3.9	0.8	4.4	x	11.7	-2.4	8.0	-12.6	1.9
CCN(CC)C(C(=O)Nc1ccc(C(C)C)cc1)c1ccc2c(c1)OCO2 (stereo unspecified)	12.6	-0.4	6.9	-2.7	-6.5	0.2	11.3	-25.6	4.1
COc1ccc(OC)c(Nc2nc3ccccc3nc2-n2nc(C)cc2C)c1	10.6	2.7	-0.5	x	1.1	4.4	-1.1	-10.8	4.3
CS(=O)(=O)N1N=C(c2ccco2)CC1c1cccc([N+](=O)[O-])c1 (stereo unspecified)	8.0	-0.3	-1.0	1.8	-11.1	-2.3	3.5	-0.3	1.6
COc1ccc(C(=O)N/C(=C\c2cn(C)c3ccccc23)C(=O)NCCCN2CCOCC2)cc1OC	6.8	0.0	6.1	11.3	10.8	0.1	2.4	12.9	1.2
COc1ccc(OC)c(C2NC(=O)CCC2[N+](=O)[O-])c1 (stereo unspecified)	-5.1	1.4	-2.0	21.2	4.0	0.4	8.6	1.8	1.5
CC(C)Cc1cc(C(=O)Nc2sc3c(c2C#N)CCCC3)no1	6.0	x	-2.0	x	x	0.1	0.0	-32.4	10.4
Cc1c(Cl)cccc1NC(=O)CSc1nc(=O)n(CCCN2CCOCC2)c2c1CCC2	1.3	0.4	-5.6	-5.8	8.3	0.6	-2.1	-8.9	-0.9
COc1ccc(C)cc1S(=O)(=O)N(CC(=O)NC1CCCC1)c1ccc(F)cc1	7.5	-1.6	6.3	-14.3	-3.6	-1.3	5.3	-14.4	2.0
CN(C(=O)c1ccc(NC(=O)Cc2cccc([N+](=O)[O-])c2)cc1)C1CC1	x	-0.7	4.5	-11.9	17.2	-0.3	-0.5	x	-1.4

Pulled by structure from above (2):
SMILES	D1 antag	D2 agonist	TRHR PAM	D2 antagonist	D2 PAM	TRHR ag	D1 PAM	RXFP1 antag	D1 agonist
COCc1cc(C)nc2sc3c(c12)NC(c1ccc(O)c(OC)c1)N(c1ccccc1)C3=O (stereo unspecified)	3.9	0.8	4.4	x	11.7	-2.4	8.0	-12.6	1.9
COc1ccc(OC)c(C2NC(=O)CCC2[N+](=O)[O-])c1 (stereo unspecified)	-5.1	1.4	-2.0	21.2	4.0	0.4	8.6	1.8	1.5

(further entries)
SMILES	D1 antag	D2 agonist	TRHR PAM	D2 antagonist	D2 PAM	TRHR ag	D1 PAM	RXFP1 antag	D1 agonist
CCN(CC)CCCNC(=O)C1CCN(C(=O)c2cc3sccc3n2Cc2ccc(F)cc2)CC1	-20.3	1.1	6.6	2.3	-10.4	0.1	-6.3	-5.0	2.9
Cc1ccc(-c2nc(S(=O)(=O)c3ccc(F)cc3)c(N3CCN(c4ccccc4)CC3)o2)cc1	1.5	-1.2	1.8	x	8.5	0.8	-0.5	x	2.8
O=C(CNC(=O)c1ccccc1F)N/N=C/c1ccc2c(c1)OCO2	-14.8	-0.2	-7.1	6.2	14.2	-0.4	-3.0	-4.8	2.6
CC(CNc1ccc([N+](=O)[O-])cc1)NC(=O)c1ccccc1Br (stereo unspecified)	-2.1	0.3	-0.2	-5.4	0.0	-0.8	-6.9	6.6	0.7

3 entries from above, ordered by formula weight, lowest first:
SMILES	D1 antag	D2 agonist	TRHR PAM	D2 antagonist	D2 PAM	TRHR ag	D1 PAM	RXFP1 antag	D1 agonist
O=C(CNC(=O)c1ccccc1F)N/N=C/c1ccc2c(c1)OCO2	-14.8	-0.2	-7.1	6.2	14.2	-0.4	-3.0	-4.8	2.6
COc1ccc(C)cc1S(=O)(=O)N(CC(=O)NC1CCCC1)c1ccc(F)cc1	7.5	-1.6	6.3	-14.3	-3.6	-1.3	5.3	-14.4	2.0
Cc1ccc(-c2nc(S(=O)(=O)c3ccc(F)cc3)c(N3CCN(c4ccccc4)CC3)o2)cc1	1.5	-1.2	1.8	x	8.5	0.8	-0.5	x	2.8

Bioassay records as filed in PubChem.
